G9a block – G9a (human) methyltransferase inhibition; G9a H3K9 monomethylation, AlphaScreen, 2 h; hit rate 8.8% among 350,000; AID 504332; Q96KQ7; Potency, µM (series often up to 102 µM), inactives show top-dose activity, negative = inhibition, usual class: inhibitors; also: % is scaled to controls: 0 for no effect and ±100 for the full control effect; nearly all actives have a fitted effect of over 75% in size
Target sequence (Q96KQ7 913-1193 limits assumed): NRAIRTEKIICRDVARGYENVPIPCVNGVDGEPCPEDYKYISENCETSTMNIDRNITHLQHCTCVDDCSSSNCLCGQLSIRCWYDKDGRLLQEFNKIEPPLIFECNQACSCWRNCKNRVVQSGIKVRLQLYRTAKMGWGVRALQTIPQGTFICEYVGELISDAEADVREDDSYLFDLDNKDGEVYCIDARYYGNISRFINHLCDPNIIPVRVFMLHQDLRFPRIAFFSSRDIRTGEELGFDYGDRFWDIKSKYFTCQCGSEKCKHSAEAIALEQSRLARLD
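Quantitative HTS format: methyltransferase activity on a biotin-tagged H3K9 peptide is measured by AlphaScreen, using a rabbit anti-monomethyl-H3K9 antibody with streptavidin donor and anti-IgG acceptor beads. Final levels are 20 nM enzyme, 500 nM peptide, 20 uM SAM; 2 h RT.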
PGK inhibitor – inhibitors of T. brucei phosphoglycerate kinase. P07378. PGK/GAPDH coupled, Kinase-Glo luminescence, 60 min. Potency, µM (doses to about 57.5 µM), for inactives: top-dose activity change, negative = inhibition, most hits filed as inhibitors. hit rate 0.043% among 380,000. AID 602233; also: % is scaled to controls: 0 for no effect and ±100 for the full control effect; nearly all actives have a fitted effect of over 60% in size
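Luminescent ATP detection (Kinase-Glo Plus) follows a 60-minute room-temperature incubation, with wells lacking PGK as controls. Buffer: 100 mM TEA (pH 7.6), 5 mM MgCl2, 0.01% Tween-20. Coupling enzyme GAPDH (100 nM final) supplies unstable 1,3-BPG in-well.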
BLM helicase inh – blocks DNA unwinding by human BLM helicase. hit rate 0.2% among 350,000. AID 2528. P54132. Potency, µM (doses to about 56.1 µM), for the others: at the highest dose activity change, negative = inhibition, actives largely listed as inhibitors. recombinant BLM DNA unwinding, fluorescence dequenching;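 also: plate controls were vehicle for no effect and no enzyme for full effect; nearly all actives have a fitted effect of over 35% in size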
Pin1 inh – inhibitors of human Pin1; Q13526; Pin1 FP peptide displacement, HiFluor488, 10 min; Potency, µM (doses to about 115 µM), without a hit: at the top dose activity, negative = inhibition, most hits filed as inhibitors; hit rate 0.009% among 390,000; AID 504891; active = well fitted inhibition curve with a large enough effect in the polarisation, with a control signal flat, not every such curve was filed as active; inconclusive = small, poorly fitted or top-dose-only effect, or effect the other way, or a change in a side signal; inactive = no such curve, though single readings can be large or run the other way; the % refers to the polarisation; also: % is scaled to controls: 0 for no effect and ±100 for the full control effect
HP1b chromo inh – blocks HP1-beta chromodomain binding to methylated histone tails. P83916. AlphaScreen HP1-beta / biotin-H3K9me3 peptide binding. Potency, µM (top dose mostly 114 µM), inactives show top-dose activity change, negative = inhibition, hits mostly inhibitors. hit rate 0.56% among 390,000. AID 540317; also: nearly all actives have a fitted effect of over 70% in size; inactives centre near 23
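AlphaScreen: HP1-beta (50 nM) preformed 30 min with biotin-H3(1-18)K9me3 peptide (50 nM) in PBS pH 7.4, 0.01% Tween-20. Compound added for 30 min at RT, then streptavidin donor/nickel chelate acceptor beads (10 ug/mL) for 30 min.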
POLI inh – inhibitors of human DNA polymerase iota; hit rate 1% among 390,000; Pol iota fluorescent replication assay, 10 min; Q9UNA4; Potency, µM (titrated, usually from 115 µM), for inactives: at the top dose activity, negative = inhibition, most hits filed as inhibitors; AID 588590
Target sequence (Q9UNA4 whole entry, looked up): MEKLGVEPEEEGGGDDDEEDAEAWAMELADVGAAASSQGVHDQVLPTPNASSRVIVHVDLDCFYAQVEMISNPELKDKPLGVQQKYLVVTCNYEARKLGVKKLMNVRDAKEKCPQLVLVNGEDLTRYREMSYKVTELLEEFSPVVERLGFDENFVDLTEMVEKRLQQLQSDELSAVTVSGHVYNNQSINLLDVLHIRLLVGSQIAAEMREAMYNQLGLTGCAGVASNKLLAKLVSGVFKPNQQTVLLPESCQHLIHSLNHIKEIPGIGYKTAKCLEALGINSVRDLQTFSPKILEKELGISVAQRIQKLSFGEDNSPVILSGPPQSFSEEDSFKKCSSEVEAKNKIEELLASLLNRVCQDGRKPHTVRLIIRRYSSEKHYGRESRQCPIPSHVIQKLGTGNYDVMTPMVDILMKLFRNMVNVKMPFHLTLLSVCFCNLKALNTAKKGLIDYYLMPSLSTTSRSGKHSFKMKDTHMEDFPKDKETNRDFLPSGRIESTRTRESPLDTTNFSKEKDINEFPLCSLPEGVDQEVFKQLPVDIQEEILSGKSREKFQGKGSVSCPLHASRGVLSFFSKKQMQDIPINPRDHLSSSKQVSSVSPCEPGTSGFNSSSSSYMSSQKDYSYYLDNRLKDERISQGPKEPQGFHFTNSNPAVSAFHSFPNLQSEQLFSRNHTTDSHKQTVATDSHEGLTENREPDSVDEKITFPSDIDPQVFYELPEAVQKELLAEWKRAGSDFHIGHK
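Pol iota at 10 nM preincubated 15 min with compounds at room temperature; reaction started with fluorescent substrate, 50 nM final. Fluorescence read kinetically at 0 and 10 min; buffer-only wells as negative control.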
BAZ2B block – BAZ2B (human) inhibition; Q9UIF8; AlphaScreen BAZ2B-H3K14Ac peptide displacement; hit rate 4.4% among 360,000; Potency, µM (series often up to 114 µM), without a hit: at the highest dose activity change, negative = inhibition, most hits filed as inhibitors; also: % is scaled to controls: 0 for no effect and ±100 for the full control effect; nearly all actives have a fitted effect of over 60% in size
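Compounds, titrated to a top concentration of 110 uM, were incubated 30 min at room temperature with preformed BAZ2B/acetyl-K14 H3 peptide complex (50 nM each). Proximity signal was measured by AlphaScreen after 20 min with beads.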
JMJD2A Tudor – blocks the human JMJD2A Tudor domain; hit rate 4.4% among 390,000; Potency, µM (doses to about 114 µM), without a hit: at the top dose activity change, negative = inhibition, most hits filed as inhibitors; AlphaScreen JMJD2A-Tudor / H3K4me3 peptide binding; also: % is scaled to controls: 0 for no effect and ±100 for the full control effect; nearly all actives have a fitted effect of over 50% in size
GLS inh – glutaminase GLS (human) inhibition; O94925; GLS enzymatic activity, qHTS titration; Potency, µM (series often up to 45.5 µM), inactives show at the top dose activity change, negative = inhibition, hits mostly inhibitors; hit rate 0.21% among 410,000; AID 624170; also: % is scaled to controls: 0 for no effect and ±100 for the full control effect
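Glutamate formation by hKGA was monitored fluorometrically using coupled glutamate oxidase, HRP and Amplex Red. Substrate was added as 1 mM L-glutamine solution; incubation was 30 min at RT after an initial read.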
Active calls of the source: *; i = inactive; ? = inconclusive; . = no result given; & = joins results of further samples; [ ] = dose if it differs, or a comment. Unless noted, calls follow the shape of the dose curve; as a rule, active = well fitted curve in the direction sought with a large enough effect; inconclusive = small, poorly fitted or top-dose-only effect, or another doubt; inactive = no such curve, though single readings can be large; an effect the other way counts as inactive or inconclusive. Potency is read from the fitted curve at half-maximal effect. This is a subset; the hit share may differ from the screen's.

Each structure is followed by: POLI inh, Pin1 inh, G9a block, JMJD2A Tudor, HP1b chromo inh, GLS inh, PGK inhibitor, BLM helicase inh, BAZ2B block
CCN(C(=O)CSc1nnc(-c2ccc(Cl)cc2)n1C)C1CCS(=O)(=O)C1 (stereo unspecified)
→ 70%[activator], -7%, 14%, -1%, 37%[activator], 0%, -1%, 0%, 2%
CC1CCN(c2ccc([N+](=O)[O-])cc2C(N)=O)CC1
→ 1%, 0%, 11%, -2%, 50%[activator], 4%, -8%, -3%, -19%
Cc1ccc(-c2n[nH]c(=S)n2/N=C/C=C/c2ccccc2[N+](=O)[O-])cc1
→ ?, ?, 0.28µM*, -36%, ?, ?, -5%, ?, ?
CCN(CC)CCn1c2c(c(SCC(=O)Nc3ccc(C(C)C)cc3)nc1=O)CCC2
→ -1%, 7%, -34%, -9%, 21%, 5%, -4%, ., 7%
COc1cc([N+](=O)[O-])cc(/C=N/NC(=O)C(C)Nc2cccc(C)c2)c1O (stereo unspecified)
→ 19%, 8%, -25%[59 µM], -32%, 12%, 21%, 8%, -3%, -17%
O=Cc1cc(CCC(=O)O)ccc1O
→ ?, -18%, ., -4%, 31%, 0%, -3%, 1%, -5%[57.1 µM]
Cc1ccc(-n2ncc(C(=O)NC3CCCC3)c2C2CCN(C(=O)OC(C)(C)C)CC2)c(C)c1
→ 18%, -3%, -27%[59 µM], -27%, -12%, -1%, -8%, -3%, 0%[57.1 µM]
CCCNC(=O)N1CCN(C(=O)NCCC)CC1
→ 20%, -1%, -3%, -2%, 11%, -11%, -5%, -2%, 11%
COc1ccc(-n2c(-c3cccc(F)c3)nc3c(cnn3-c3ccc(C)cc3)c2=O)cc1
→ 8%, -3%, -4%[59 µM], -13%, 26%, 0%, i, -14%, .
COc1cccc(NC2=NCCCCC2)c1
→ -8%, 1%, 20%, 4%, -2%, 0%, -9%, 2%, -2%
CCOCCCNC(=O)c1c(C)c(C(=O)OCC)n(C)c1C
→ 49%[activator], -4%, 30%[12.7 µM], -14%, 17%, 1%, -5%, -2%, 5%
Cc1n[nH]c(C)c1S(=O)(=O)N1CCCC(C(=O)Nc2ccc(Br)cc2)C1 (stereo unspecified)
→ -13%&15%, 1%&3%, 5%[59 µM], 25%&-4%, 52%&37%[activator], -4%&1%, -5%, 0%&-1%, 2%
O=C(O)C1Cc2[nH]cnc2C(c2ccccc2O)N1 (stereo unspecified)
→ ?, -1%, 17%[59 µM], 89µM*, 18%, 23%, -5%, 4%, 0%
COc1ccc(NC(=O)NC2(C(=O)N3CCCCC3)CCCCC2)cc1
→ 36%[activator], -3%, 8%, -7%, 20%, -8%, i, 3%, 4%
COc1ccc(OC)c(NC(=O)CCc2nc(-c3ccc(C)cc3)no2)c1
→ -10%, 11%, -29%[59 µM], -28%, 1%, -12%, -1%, -2%, -33%
COC(=O)c1cc(S(=O)(=O)N2CCN(Cc3ccccc3)CC2)cn1C
→ -17%, 1%, 14%, -3%, 39%, 2%, -3%, -1%, 3%
CN(CC(=O)Nc1ccccc1Cl)C(=O)C1CCN(C(=O)c2ccc(Cl)cc2)CC1
→ 8%, -1%, 4%, -9%, 23%, 3%, 5%, 0%, -10%
Cn1c(CCCCCN)nc2ccccc21
→ 3%, 2%, -13%, -17%, 13%, 6%, -1%, 0%, -2%
CC(C)OCCCNC(=O)CN1C(=O)/C(=C/c2ccccc2F)Oc2ccccc21
→ 13%, 2%, 14%, ?, 10%, -4%, -11%, -2%, -6%
O=C(c1ccc(-c2ccccc2)cc1)N1CCN(c2ccccn2)CC1
→ 25%, -4%, -25%, -15%, 27%, -4%, -3%, -13%, ?

Two entries from above, field by field.
> CN(CC(=O)Nc1ccccc1Cl)C(=O)C1CCN(C(=O)c2ccc(Cl)cc2)CC1
  POLI inh: 8%
  Pin1 inh: -1%
  G9a block: 4%
  JMJD2A Tudor: -9%
  HP1b chromo inh: 23%
  GLS inh: 3%
  PGK inhibitor: 5%
  BLM helicase inh: 0%
  BAZ2B block: -10%

> Cn1c(CCCCCN)nc2ccccc21
  POLI inh: 3%
  Pin1 inh: 2%
  G9a block: -13%
  JMJD2A Tudor: -17%
  HP1b chromo inh: 13%
  GLS inh: 6%
  PGK inhibitor: -1%
  BLM helicase inh: 0%
  BAZ2B block: -2%

Continued:
Each structure is followed by: POLI inh, Pin1 inh, G9a block, JMJD2A Tudor, HP1b chromo inh, GLS inh, PGK inhibitor, BLM helicase inh, BAZ2B block
COc1ccc2c(=O)c(-c3ccccc3C)c(C)oc2c1
→ 6%, 3%, ., 17%[11.4 µM], 43%[activator], -16%, -6%, -2%, 4%
COc1ccc(Cn2ccnc2SCC(=O)Nc2ccccc2F)cc1
→ 34%[activator], -4%, ?, -17%, 7%, 1%, -5%, -1%, ?
Cn1c(=O)[nH]c(=O)c2c1nc1n2CCS1
→ 113%[activator], -7%, 3%, -14%, 14%, 2%, -3%, -3%, -1%
COC(=O)c1ccc(NC2CC(=O)N(c3ccccc3C)C2=O)cc1 (stereo unspecified)
→ 2%, 0%, ?, -15%, 46%, 7%, -3%, -6%, -16%
CSCCC(NS(=O)(=O)c1ccc(Cl)cc1)C(=O)OCc1cccc(Cl)c1 (stereo unspecified)
→ -9%, 6%, -11%[59 µM], -1%, 46%[activator], -5%, i, -10%, -1%
COc1ccc(OC)c(NC(=O)N2c3ccccc3Sc3ccccc32)c1
→ 3%, 1%, ?, ?, 1%, 3%, 1%, -12%, ?
CC(C)N(C(=O)[C@H]1CC(CC(=O)NCCCN(C)C)C(=O)N2CCc3c([nH]c4ccccc34)[C@]12C)C(C)C (stereo partly specified)
→ 14%, 0%, ., -18%, 34%[activator], 4%, -2%, ., .
CCOC(=O)c1[nH]c2cc3c(cc2c1CCCN1C(=O)c2ccccc2C1=O)OCCO3
→ 11%, -1%, -49%, -19%, 19%, 0%, i, -9%, -4%
O=C(CCC(=O)Nc1ccccc1)N/N=C/c1ccco1
→ ?, 2%, 19%[59 µM], -11%, 12%, -4%, -12%, 1%, 8%
NC(=O)c1ccc(SCC(=O)OCC(=O)NCc2ccco2)c([N+](=O)[O-])c1
→ 13%, 2%, 8%[0.501 µM], -20%, 13%, 1%, -3%, ., 1%
O=C(N/N=C1\CC(c2ccccc2)Oc2ccccc21)c1cccnc1 (stereo unspecified)
→ 127%[activator], 7%, 30%, -20%, 31%, -21%, -9%, -23%, -6%
COC(=O)C1=C(C)NC(c2c(O)ccc3ccccc23)C(C(=O)OC)=C1C (stereo unspecified)
→ 26%, 7%, 1%, -8%, 17%, 17%, 2%, 3%, -5%
c1ccc2c(c1)CC1(CCCC1)n1nnnc1-2
→ 28%, -7%, 5%, -12%, 32%, 1%, -4%, -2%, 8%
C[C@@H]1CN([C@@H](C)CO)C(=O)c2cc(NS(C)(=O)=O)ccc2O[C@@H]1CN(C)Cc1ccc(C(F)(F)F)cc1
→ 24%, 5%, ., -20%, 19%, 13%, 2%, ., .
CCN(CC)CCNC(=O)c1nn(-c2ccc(OC)c(Cl)c2)c(=O)c2c1c1ccccc1n2C
→ 12%, 7%, 5%[59 µM], -12%, 23%, 10%, 6%, 4%, .
O=C(NCc1ccc2c(c1)OCO2)c1ccc2c(c1)C(=O)N(Cc1cccnc1)C2=O
→ 10%, -4%, 1%[12.7 µM], -20%, 11%, 0%, -2%, -10%, 1%
CCOC(=O)c1c(-c2ccco2)csc1NC(=O)COC(=O)c1cnc(C)cn1
→ 40µM*, ?, 6%[0.501 µM], ?, ?, -3%, -2%, ., 50µM*
Cc1cccc(NC(=O)CN2CCN(CC(=O)Nc3ccc(-c4ccccc4)cc3)CC2)c1C
→ -12%, -3%, 37%, -9%, 10%, 2%, -7%, -5%, -16%
Cc1cc(C2=CC(=O)C[C@H](c3ccc4c(c3)OCO4)C2)ccc1F
→ -15%, -2%, 4%[0.501 µM], -27%, 10%, 0%, i, ., -1%
O=C(Nc1ccncc1)c1ccc(Cl)c([N+](=O)[O-])c1
→ 16%, 1%, ?, -19%, 15%, 3%, 0%, -8%, -12%
CCCOc1ccc(C(=O)Nc2ccc3c(c2)OCO3)cc1
→ 26%, 3%, ?, -13%, 19%, 1%, -1%, -1%, -17%
C=CCc1cccc(/C=N/c2ncccc2O)c1O
→ ?, -2%, ?, ?, 26%, ?, ., -6%, ?
CC(=O)c1cccc(NC(=O)C(=O)Nc2cccc3ccccc23)c1
→ 141%[activator], 6%, 9%, -17%, 26%, -13%, -11%, -4%, -1%
CCCn1c(=O)c(C(=O)NCc2ccc3c(c2)OCO3)c(O)c2ccccc21
→ ?, -7%, 95%[activator][59 µM], 12%, 73%[activator], -3%, 1%, -7%, 0%
Cc1ccc(N2CC(C(=O)NCc3ccco3)CC2=O)cc1Cl (stereo unspecified)
→ ?, 2%, ?, -5%, 26%, -4%, -4%, -3%, ?
Cc1ccc(S(=O)(=O)NCCC(=O)NC2CCCCCC2)cc1C
→ -19%, -4%, ., -3%, 17%, -2%, -1%, ., .
CN1CCCC(CC2Oc3ccccc3Sc3ccccc32)C1 (stereo unspecified)
→ 58%[activator], -1%, ?, 8.9µM*, ?, -12%, -9%, 10%, 50µM*
CN(C)S(=O)(=O)c1cccc(NC(=O)COC(=O)COc2ccccc2[N+](=O)[O-])c1
→ 51%[activator], 2%, -34%, ?, 12%, -1%, -13%, -2%, ?
CC(=O)NC(=O)c1cnn(-c2ccccc2)c1N
→ 16%[58.9 µM], 5%, 5%, -9%, 35%, -9%, -3%, -2%, -2%
O=S(=O)(NCc1cn2ccccc2n1)c1ccccc1F
→ 8%, 0%, 2%, -22%, 12%, -5%, -9%, 0%, -20%
O=C(Cc1ccccc1)Nc1nccs1
→ 19%, -2%, 24%, 1%, 29%, -1%, i, 0%, -21%
COc1ccc(-c2nnc(SCC(=O)N3CCCCC3)o2)c(OC)c1
→ 32%[activator], 4%, 4%[12.7 µM], 1%, 22%, -13%, -6%, 0%, -4%
Cc1cc(Oc2ccc(=O)n(C)n2)nc(SCC(N)=O)n1
→ 58%[activator], -1%, 3%, -11%, 26%, 2%, -5%, -1%, -1%

Bioassay records deposited in PubChem BioAssay by National Center for Advancing Translational Sciences (NCATS).
